Siah-1 displacement: Siah-1 peptide-binding antagonists, primary screen, biochemical, fluorescence polarization, rhodamine-plectin, uHTS (AID 1817) | Siah-1 / rhodamine-plectin peptide fluorescence polarization; higher % means a stronger effect | displacement, % at 20 µM; hits with a dose series show IC50 in µM | hit rate 0.02% among 290,000;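 active = displacement of at least 50% at 20 µM, with a fluorescence ratio check between 0.3 and a set limit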;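 note: plate controls were Siah plus tracer with DMSO for no effect and tracer alone without Siah for full effect; strong numbers were not always called active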
GPR55 LPI antagonism: GPR55 antagonists blocking LPI-driven arrestin recruitment, primary screen, imaging, U2OS, beta-arrestin-GFP, LPI agonist (AID 2013) | U2OS GPR55 beta-arrestin-GFP translocation imaging, LPI antagonism; higher % means a stronger effect | inhibition, % at 10 µM; hits with a dose series show IC50 in µM | hit rate 0.13% among 290,000;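 active = spots per cell inhibited over 60%, with over 100 cells counted and total cytoplasm intensity under 500,000; inconclusive = wells with under 100 cells, flagged as likely toxic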;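 note: U2OS cells stably carrying GPR55 and arrestin-GFP stimulated by 5 µM LPI near EC80; imaged beta-arrestin-GFP aggregate spots per cell after agonist stimulation; plate controls were LPI-stimulated DMSO wells for no effect and DMSO wells without LPI for full effect; some results filed as inactive read as strong as hits; confirmed hits need IC50 under 10 µM and bright autofluorescent wells are also inconclusive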
GPR35 arrestin U2OS: GPR35 antagonists blocking zaprinast-driven arrestin recruitment, primary screen, imaging, U2OS, beta-arrestin-GFP, zaprinast agonist (AID 2058). one-dose inhibition, % at 10 µM; IC50 in µM for titrated hits. U2OS GPR35 beta-arrestin-GFP translocation imaging, zaprinast antagonism; higher % means a stronger effect. G-protein coupled receptor 35 (Homo sapiens). hit rate 0.052% among 290,000;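 active = inhibition of at least 50% with at least 30 cells and total cytoplasm GFP at most 10,000,000; inconclusive = under 30 cells or total GFP of 10,000,000 plus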
KOR beta-arrestin-1: KOR agonists, beta-arrestin recruitment, primary screen, cell-based, luminescence, uHTS (AID 1777); hit rate 0.02% among 280,000; Kappa-type opioid receptor (Homo sapiens); KOR beta-arrestin recruitment, luminescence; higher % means a stronger effect; activation, % at 10 µM, or EC50 in µM where a hit was titrated; in the data active = activation above about 50%, passing the limit was not always enough; note: a part of the inactive calls stands beside numbers as strong as those of hits
GPR55 activation: GPR55 agonists via beta-arrestin recruitment, primary screen, imaging, U2OS cells, beta-arrestin-GFP redistribution (AID 1961) | U2OS GPR55 beta-arrestin-GFP redistribution imaging; higher % means a stronger effect | G-protein coupled receptor 55 (Homo sapiens) | hit rate 0.048% among 290,000 | one-dose activation, % at 10 µM; EC50 in µM for titrated hits;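 active = activation above 40% with more than 50 cells counted in the well; inconclusive = wells holding fewer than 50 cells, flagged as toxic or sparse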;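 note: U2OS osteosarcoma cells stably expressing GPR55 and beta-arrestin-GFP; plate controls were DMSO negative control for no effect and LPI positive control for full effect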
AID2073: inhibitors of Mint1-CaV2.2 protein interaction, biochemical, HTRF (AID 2073); Voltage-dependent N-type calcium channel subunit alpha-1B (Homo sapiens); HTRF protein-protein interaction, Mint1-CaV2.2; higher % means a stronger effect; inhibition, % at 20 µM; hits with a dose series show IC50 in µM; hit rate 0.19% among 290,000; in the data active = inhibition mostly above about 51%, no sharp cut-off; inconclusive = no clear call, values can overlap the other calls; inactive = mostly below about 53%; note: some results filed as inactive read as strong as hits
KOR beta-arrestin-2: KOR antagonists, beta-arrestin recruitment, cell-based, luminescence, uHTS (AID 1778) | Kappa-type opioid receptor (Homo sapiens) | KOR beta-arrestin recruitment, luminescence, antagonist mode; higher % means a stronger effect | one-dose inhibition, % at 10 µM; IC50 in µM for titrated hits | hit rate 0.091% among 290,000; in the data active = inhibition above about 50%; note: strong numbers were not always called active
HIV fusion peptide: inhibitors of HIV fusion peptide binding, primary screen, biochemical, uHTS, fluorescence dequenching (AID 1986); cell-free peptide binding, fluorescence dequenching, 30 min; higher % means a stronger effect; inhibition, % at 20 µM; hits with a dose series show IC50 in µM; hit rate 0.3% among 290,000; in the data active = inhibition mostly above about 52%, no sharp cut-off; inactive = mostly below about 76%; note: some results filed as inactive read as strong as hits
NOD1 NF-kB reporter: NOD1 signaling inhibitors, primary screen, cell-based, luminescence, uHTS (AID 1578); NOD1-driven NF-kB luciferase reporter cells, luminescence; higher % means a stronger effect; inhibition, % at 4 µM, or EC50 in µM where a hit was titrated; hit rate 1% among 290,000; in the data active = inhibition mostly above about 36%, no sharp cut-off; inactive = mostly below about 34%;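 note: HEK-293T reporter cells stimulated with the NOD1 agonist gamma-tri-DAP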
* hit, by the source's call; ? = inconclusive; nt = no result given; [ ] = another dose, or the depositor's remark.

SMILES	Siah-1 displacement	GPR55 LPI antagonism	GPR35 arrestin U2OS	KOR beta-arrestin-1	GPR55 activation	AID2073	KOR beta-arrestin-2	HIV fusion peptide	NOD1 NF-kB reporter
CNC(=O)c1ccccc1NC(=O)c1ccc(C)c(S(=O)(=O)N2CCCCC2)c1	4%	1%	-4%	-1.7%	-0.2%	5%	26%	-1.2%	-24%
c1ccc(-c2nccc(-c3ccc(-n4cnc5ccccc54)cc3)n2)nc1	5%	-3%	4%	0.8%	-0.1%	12%	2%	-6.4%	57%
C=CCN1C(=O)C(CC(=O)NCC)SC1=Nc1ccccc1OC (configuration not stated)	2%	-10%	8%	-2.4%	0.5%	3%	18%	0.9%	-97%
O=[N+]([O-])c1cccc(/C=N/Nc2nc(NCc3ccccc3)nc(N3CCOCC3)n2)c1	2%	16%	-10%	3.9%	0.6%	-8%	-34%	3.5%	-15%
Cc1[nH]c2ccccc2c1C(Nc1nccs1)c1ccncc1 (configuration not stated)	7%	7%	-1%	-0.9%	-0.1%	0%	10%	3.5%	-19%
O=C(N1CCOCC1)C(F)(F)C(F)(F)C(F)(F)C(F)(F)C(=O)N1CCOCC1	2%	-3%	3%	-1.3%	1.2%	10%	15%	4.3%	-17%
Cc1cccc(Sc2nc(-c3ccccc3)ncc2C(=O)O)c1	7%	-10%	2%	-2.7%	0.2%	20%	-13%	38%	24%
CCS(=O)(=O)C(=C1Nc2ccccc2N1)S(=O)(=O)CC	8%	14%	-6%	-2.2%	0.3%	12%	-34%	1.6%	-26%
CCc1nnc(NC(=O)c2cc(-c3ccccn3)nc3ccc(Br)cc23)s1	-8%	7%	6%	-2.2%	-0.1%	25%	-1%	2.5%	11%
O=c1c2ccccc2ncn1CCCSc1ccc(Cl)cc1	1%	6%	-3%	-0.2%	0.2%	-2%	-7%	-3.3%	-41%
O=C(Nc1ccccc1C(=O)N/N=C/c1ccco1)c1ccc(Cl)cc1	-4%	1%	-6%	2.6%	-0.6%	2%	9%	2.7%	-15%
C=CCN(CC=C)C(=O)C1CC(=O)N(c2ccc(Br)cc2)C1 (configuration not stated)	1%	11%	8%	6.8%	0.2%	-6%	-23%	-0.2%	-4%
COc1ccc(CNc2nc3c(c(=O)n(Cc4ccc(Cl)cc4)c(=O)n3C)n2C)cc1	-5%	6%	5%	4.6%	0.8%	19%	-42%	-1.4%	53%
COc1ccc(CNCCCC(=O)Nc2c(Cl)ccc(C)c2Cl)cc1OC	5%	-6%	-10%	-2.1%	-0.2%	8%	-12%	-0.3%	-26%
Cc1cccc(N2CCN(CC(=O)NCc3ccccc3)CC2)c1C	-7%	-10%	7%	-3.4%	-0.2%	6%	4%	-1.4%	-11%
COc1cc(OC)c(-c2nc3cnccc3n2C)cc1OC	1%	6%	-17%	-3.4%	-0.3%	-3%	28%	-1.8%	-16%
CCC(=O)NC1=C(Cl)C(=O)C(NC(=O)CC)=C(Cl)C1=O	7%	5%	0%	7.8%	-0.1%	?	-99%	0.0%	4%
Cc1ccc(C)c(N2CCN(C(=O)CN(C)S(=O)(=O)c3ccc4c(c3)CCC(=O)N4)CC2)c1	0%	0%	7%	-3.2%	-0.2%	-4%	0%	1.1%	26%
CCCCNC(=S)NNC(=O)CCn1cc(C)cn1	7%	1%	8%	-2.1%	1.1%	-20%	-2%	5.5%	-4%
CC(=O)Oc1cccc(N2C(=O)C3C4C=CC(C4)C3C2=O)c1 (configuration not stated)	2%	10%	-8%	3.4%	0.3%	12%	20%	4.8%	-39%
CC1CCC2(CC1)C(Nc1cccc(Cl)c1)=NC(=S)N2CC#N (configuration not stated)	0%	-3%	-7%	-0.7%	-0.2%	9%	31%	0.1%	-4%
Cc1nc(NC(=O)CCN2C(=O)C3CC=CCC3C2=O)sc1C (configuration not stated)	-1%	0%	-5%	-3.0%	0.3%	-6%	2%	-1.4%	-14%
c1ccc(CSc2nnc(-c3sccc3-n3cccc3)o2)cc1	1%	20%	-8%	2.8%	0.7%	5%	-30%	-0.9%	-23%
Cc1ccc(NC(=O)CN2CCc3ccccc3C2)cc1S(=O)(=O)N(C)C	5%	9%	18%	3.3%	0.1%	-9%	-5%	-0.3%	-24%
CCn1c(SCc2nc3ccccc3[nH]2)nnc1-c1ccncc1	0%	5%	1%	-3.0%	-0.1%	18%	-4%	3.8%	-21%
CCN1C/C(=N\S(=O)(=O)/N=C2\CN(CC)C(=O)N2CC)N(CC)C1=O	-2%	2%	10%	2.9%	-0.1%	-9%	14%	-0.3%	-3%
CCS(=O)(=O)c1nc(S(=O)(=O)c2ccc(Cl)cc2)c(NCCOC)s1	-3%	-5%	2%	5.9%	-0.1%	-8%	-45%	-0.6%	-12%
CC(C)NC(=O)N1CCC(c2nc3ccccc3s2)CC1	4%	5%	-6%	-3.9%	0.2%	4%	6%	1.5%	-11%
COc1ccc2[nH]c3c(c2c1)CCNC3(C)CCc1ccc(Cl)nc1 (configuration not stated)	-7%	3%	-3%	-2.4%	-0.1%	-10%	10%	-0.1%	7%
O=C1CCC(=O)N1CNc1ccccn1	0%	16%	-11%	-0.8%	-0.1%	-1%	2%	-2.5%	nt
Nc1ccc(C2(c3ccc(N)cc3)C(=O)Nc3ccccc32)cc1	2%	13%	15%	0.1%	0.2%	29%	-12%	1.7%	-12%
CC1CCCCC1NC(=O)C1CCN(S(=O)(=O)c2ccc(-n3cnnn3)cc2)CC1 (configuration not stated)	-3%	-3%	8%	-1.9%	0.2%	5%	-18%	0.8%	0%
Cc1cccc(NS(=O)(=O)c2cc(OCC(N)=O)c(C)cc2Cl)c1	15%	12%	6%	3.2%	-0.2%	2%	-10%	-1.6%	-15%
COc1ccc(NS(=O)(=O)c2ccc(-n3nnc4ccccc43)c([N+](=O)[O-])c2)cc1	0%	4%	-4%	-5.7%	0.3%	-5%	-7%	4.8%	12%
COc1cccc(NC(=O)CCc2nc(-c3ccccc3F)no2)c1	0%	13%	-6%	1.5%	0.0%	0%	8%	2.4%	-17%
CN1CCN(/N=C/c2nc(-c3ccccc3Cl)n3ccccc23)CC1	-1%	6%	7%	1.3%	0.2%	-12%	15%	0.5%	-34%
O=C(CNCc1cccc2ccccc12)Nc1ccccc1[N+](=O)[O-]	23%	4%	0%	2.5%	0.5%	4%	0%	1.7%	-30%
Cc1ccccc1NS(=O)(=O)c1nnc(NC(=O)c2ccccc2F)s1	2%	13%	-8%	-1.3%	0.8%	14%	-25%[20 µM]	6.2%	-40%
CC(C)CC(=O)NC(=S)Nc1ccc(CN2CCOCC2)cc1	-3%	13%	-12%	0.0%	0.0%	6%	8%	8.9%	-2%
Cc1cc(NC(=O)CS(=O)CC(=O)Nc2c(C)cccc2C)ccc1-n1cnnn1 (configuration not stated)	3%	14%	-1%	-5.8%	-0.2%	4%	3%	1.2%	-24%
COC(=O)NCc1ccc(Cl)c(Cl)c1	1%	-10%	2%	2.2%	-0.2%	-8%	12%	-2.6%	-5%
O=C(Nc1ccccc1)OCCOc1ccccc1	1%	5%	-6%	-3.5%	0.1%	22%	33%	0.9%	-52%
Cc1ccc(Nc2cc(C(=O)NCCCN3CCOCC3)c3ccccc3n2)c(C)c1	3%	7%	5%	1.2%	0.6%	-8%	-31%	0.4%	-28%
O=S(=O)(c1cnc[nH]1)N1CCCCCC1	1%	-3%	7%	-1.5%	-0.1%	-6%	-6%	0.7%	-28%
NC(=O)CC[C@@H]1NC(=O)[C@H](CO)NC(=O)c2cc([N+](=O)[O-])cc(I)c2OCC[C@@H](C(N)=O)NC1=O	-2%	-4%	-10%	-0.7%	-0.1%	-5%	9%	3.8%	-18%
Cc1cc(C)c(COc2ccc(/C=N/n3c(C)n[nH]c3=S)cc2)c(C)c1	0%	12%	3%	4.7%	0.1%	-11%	-114%	2.7%	12%
Cc1nn(CC(=O)Nc2ccc3c(c2)nc(CN2CCCC2)n3C)c(=O)c2ccccc12	3%	17%	0%	-2.5%	-0.2%	1%	0%	1.3%	-11%
O=C(NC1CCCC1)C(c1ccncc1)N(C(=O)c1ccco1)c1ccc(F)c(Cl)c1 (configuration not stated)	-1%	-1%	-7%	2.0%	0.2%	0%	-50%	1.1%	-11%
Cc1[nH]c(=S)c(C#N)c(C)c1C(=O)Nc1ccccc1	-6%	5%	6%	3.3%	-0.1%	-8%	-8%	0.4%	-2%
COc1ccc(-c2cc(C(F)F)n3ncc(C(=O)Nc4cccc(S(=O)(=O)N5CCOCC5)c4)c3n2)cc1	6%	-15%	10%	-1.8%	-0.1%	45%	-73%[20 µM]	0.7%	-14%
O=C(Nc1sc2c(c1C(=O)O)CCCC2)C(=O)N1CCOCC1	3%	16%	3%	1.2%	-0.1%	-17%	-7%	2.6%	-36%
N#CCN1CCN(CC(=O)Nc2cccc3ccccc23)CC1	19%	24%	-4%	7.3%	-0.2%	-2%	-17%	0.0%	8%
CC(C#N)Sc1nc2ccccc2c(=O)n1-c1ccccc1 (configuration not stated)	1%	8%	-11%	-6.4%	-0.3%	-8%	19%	0.5%	-10%
Nc1ccc[n+](CC(=O)c2ccccc2)c1	0%	2%	5%	4.0%	0.0%	3%	-22%[20 µM]	-0.4%	-11%
CCc1cc(C(=O)N2CCCC(C(=O)c3ccc(Cl)cc3)C2)no1 (configuration not stated)	6%	-2%	3%	8.6%	-0.1%	-13%	-1%	-1.2%	-8%
N#Cc1ccsc1NC(=O)COc1ccc(-c2nnco2)cc1	-1%	16%	13%	-5.4%	0.0%	18%	1%	0.3%	-48%
COc1ccc2c(c1)CCc1c(C(=O)NCCc3ccc(OC)c(OC)c3)noc1-2	0%	-9%	0%	16%	-0.2%	13%	-36%	1.0%	-25%
O=C(COc1ccc2c3c(c(=O)oc2c1)CCC3)NCCN1CCOCC1	-1%	-6%	5%	-2.2%	-0.2%	4%	-27%	-0.8%	-20%
O=C(N/N=C/c1cn(-c2ccccc2)nc1-c1cccnc1)c1cccnc1	4%	-4%	-3%	-7.2%	0.0%	-6%	-5%	-2.9%	-7%

Screens from PubChem.

An excerpt. The share of hits here may be higher or lower than overall.
